Vif imaging – blocks HIV Vif function; HEK293T cells, Vif self-association by quenched fluorescence, imaging, 24 h; inhibition, % at 7.49 µM; actives 0.35% (n = 340,000); in the data active means inhibition above about 50%, passing the limit was not always enough; further: some results filed as inactive read as strong as hits
hiPSC survival – hiPSC single-cell survival enhancement | ATPlite luminescence; 100% = ROCK inhibitor wells, 0% = DMSO | survival enhancement, % at 20 µM | actives 0.044% (n = 360,000); in the data active means survival enhancement above about 18%;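 further: cells exposed to compounds for 16 hours before the ATP read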
N-glyco inh – N-linked glycosylation inhibition; actives 0.23% (n = 360,000); reporter increase, % at 12.5 µM; D54 ERlucT glycosylation luciferase reporter, 24 h; percent of 100 nM tunicamycin response;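 active means mean luciferase reporter signal, scaled so untreated is 0 and the glycosylation-blocking control 100, at or above a set limit in every replicate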;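 further: luciferase carries N-glycosylation sites so blocking glycosylation raises the light; 0% = median of neutral control wells and 100% = median of 100 nM tunicamycin wells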
HTR2A ag – activates the mouse 5-HT2A serotonin receptor; P35363; CHO-K1 mHTR2A beta-arrestin complementation, luminescence; percent of 30 µM serotonin response; activation, % at 7.6 µM; actives 0.66% (n = 360,000);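 active means activation above a run cutoff, the mean activation of all tested compounds plus 3 SD, cut at about 14% in these data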;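 further: 0% = plate median of compound wells and 100% = 30 µM serotonin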
PDI turbidity – inhibitors of human protein disulfide isomerase | actives 0.052% (n = 350,000) | P07237 | inhibition, % at 10 µM | PDI insulin aggregation turbidity, A650, 90 min;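 active means mean inhibition across replicates of 30% or more, whatever share of single replicates reach that level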;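 further: absorbance from insulin aggregation driven by PDI reduction with DTT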
Cardio protect – modulators protecting cardiomyocytes from myocardial damage; H9c2 cardiomyocytes, H2O2 injury protection, ATPLite, 2 h; protection from H2O2 cell death, % at 20 µM; actives 0.63% (n = 360,000);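 active means compounds giving at least 50% protection of heart cells from peroxide-induced death in the single-dose screen, raw or plate-pattern-corrected value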;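 further: 0% = DMSO wells with peroxide and 100% = DMSO wells without peroxide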
aDG glyco act – increases alpha dystroglycan glycosylation | Pro5-aDG cells, alpha-DG glycosylation AlphaScreen (IIH6); 0% Pro5, 100% B10-LARGE cell signal | activation, % at 10 µM | actives 0.22% (n = 360,000);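 active means activation of at least 8% versus controls, or a plate z-score of at least 8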;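 further: Pro5 are CHO cells carrying HIG-tagged alpha-DG that lacks glycosylation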
Exocytosis inh – lytic granule exocytosis inhibition | TALL-104 LAMP-1 surface exposure, flow cytometry; cells stimulated with thapsigargin and PMA | inhibition, % at 10 µM | actives 0.66% (n = 360,000);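 active means inhibition above about 55%, limit read from the data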
ABCB6 inh 2 – blocks the human ABCB6 transporter; Q9NP58; K562-ABCB6 porphyrin accumulation, flow cytometry, 1 h; hits give low values; fluorescence ratio to DMSO, % at 10 µM; actives 0.19% (n = 360,000); AID 602162;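 active means fluorescence ratio to DMSO below 75%, the collection mean minus 3 SD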;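 further: signal is porphyrin accumulated inside mitochondria; 100% equals median channel fluorescence of DMSO control wells; lower ratio means ABCB6 inhibition with less porphyrin fluorescence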
Target sequence (Q9NP58 whole entry, looked up): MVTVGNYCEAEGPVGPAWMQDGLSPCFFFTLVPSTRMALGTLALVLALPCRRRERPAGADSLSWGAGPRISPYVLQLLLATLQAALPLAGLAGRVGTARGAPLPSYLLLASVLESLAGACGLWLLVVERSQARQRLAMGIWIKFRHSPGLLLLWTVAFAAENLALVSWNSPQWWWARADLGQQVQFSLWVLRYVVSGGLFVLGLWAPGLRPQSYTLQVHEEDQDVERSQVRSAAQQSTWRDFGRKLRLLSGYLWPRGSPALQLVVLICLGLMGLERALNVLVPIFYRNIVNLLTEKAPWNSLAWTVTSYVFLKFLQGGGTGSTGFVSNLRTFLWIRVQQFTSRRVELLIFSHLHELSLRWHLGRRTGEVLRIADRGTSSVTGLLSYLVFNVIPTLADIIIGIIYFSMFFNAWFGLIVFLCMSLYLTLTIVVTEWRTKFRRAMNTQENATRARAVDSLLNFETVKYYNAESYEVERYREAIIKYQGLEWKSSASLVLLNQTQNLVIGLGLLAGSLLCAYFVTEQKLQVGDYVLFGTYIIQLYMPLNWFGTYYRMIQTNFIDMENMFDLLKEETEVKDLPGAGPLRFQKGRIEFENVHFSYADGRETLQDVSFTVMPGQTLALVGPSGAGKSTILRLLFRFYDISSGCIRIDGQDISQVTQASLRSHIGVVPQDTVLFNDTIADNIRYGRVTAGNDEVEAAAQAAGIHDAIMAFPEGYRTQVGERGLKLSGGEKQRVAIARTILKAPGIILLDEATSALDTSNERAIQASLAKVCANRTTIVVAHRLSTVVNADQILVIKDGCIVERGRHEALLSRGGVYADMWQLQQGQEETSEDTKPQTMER
CaV13 FRET inh – Disruptors of the CACNA1D IQ motif to Ca2+-dependent inactivation inhibitor domain association, primary screening, Förster resonance energy transfer in intact living …. actives 0.098% (n = 340,000). HEK cells, CFP/YFP FRET ICDI-IQ, plate reader, 10 min; percent FRET-ratio fall versus neutral wells. inhibition, % at 12.3 µM. AID 743397;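 active means mean replicate inhibition of at least 30% and at least 1% of replicates passing that level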;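 further: 0% = median of the neutral control wells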
* = called active by the depositor; nt = not tested or not shown.

SMILES | Vif imaging | hiPSC survival | N-glyco inh | HTR2A ag | PDI turbidity | Cardio protect | aDG glyco act | Exocytosis inh | ABCB6 inh 2 | CaV13 FRET inh
O=C(COC(=O)c1ccc2c(c1)OCCO2)Nc1ccc(F)cc1F | 0.7 | 2.9 | -0.3 | 1.9 | -9.3 | -2.2 | -0.2 | 3.1 | 100.0 | -3.8
Cc1c(OCC(=O)N2CCC(C(=O)NCCCC(=O)O)CC2)ccc2c1oc(=O)c1ccccc12 | 2.2 | 0.0 | -0.3 | -0.7 | 7.3 | 4.2 | 0.0 | 2.3 | 97.0 | -2.7
CCC1(c2ccc(F)cc2)NC(=O)N(CC(=O)NC2CC2)C1=O (configuration not stated) | -17.7 | -0.3 | 0.8 | 6.2 | 6.9 | -3.1 | 0.0 | -0.9 | 99.0 | -5.0
N#Cc1cc2c(nc1SCc1ccc(Cl)nc1)CCCCC2 | -12.9 | -0.4 | -1.6 | -2.7 | 0.3 | -10.6 | 0.1 | 5.7 | 98.0 | -3.7
Nc1nc(SCC(=O)Nc2ccccc2C(F)(F)F)[nH]c(=O)c1-c1ccccc1 | -10.7 | 1.6 | 1.4 | -2.7 | 1.2 | 3.3 | 0.5 | 3.6 | 98.0 | -4.7
C=CCOc1cccc(C2/C(=C(/O)c3ccc(C)cc3)C(=O)C(=O)N2CCN2CCOCC2)c1 (configuration not stated) | -4.5 | 3.1 | 2.2 | -4.0 | 3.9 | 17.5 | 0.4 | -4.3 | 99.0 | nt
Cc1ccc2c(c1)N(CC(=O)NCc1cccs1)C(=O)CO2 | 8.9 | -0.2 | 0.9 | -1.0 | -1.4 | -7.0 | -0.2 | -3.4 | 97.0 | -8.4
CC(O)(c1ccccc1)C(C(c1ccccc1)N1CCOCC1)N1CCOCC1 (configuration not stated) | 12.8 | 0.3 | 6.3 | 10.3 | 1.5 | 4.8 | -0.1 | 0.1 | 92.0 | -9.7
CCOC(=O)c1c(S(=O)(=O)N(C)Cc2ccco2)c(C)n(C)c1C | 0.7 | -0.6 | 0.3 | 1.9 | 1.4 | 4.7 | -0.1 | -1.2 | 93.0 | -3.9
COc1cc(CC(=O)NCCc2ccc(OCc3ccccc3)cc2)c([N+](=O)[O-])cc1OC | -8.1 | -0.1 | -4.6 | -1.9 | 6.8 | -21.1 | 0.1 | 0.5 | 97.0 | nt
Cc1nc2ccc(NC(=O)COc3cccc(F)c3)cc2s1 | 8.0 | -0.3 | 0.7 | -0.1 | -2.0 | -8.0 | 1.1 | 8.4 | 92.0 | 2.4
Cc1cnc(C(=O)Nc2ccc(C)c(S(=O)(=O)N3CCCCCC3)c2)cn1 | -14.4 | -0.5 | -4.2 | -1.5 | 11.4 | -5.7 | 0.0 | -1.1 | 90.0 | -5.9
CC(=O)OCCN1c2ccccc2Sc2cnccc21 | nt | 2.9 | -7.3 | -4.0 | 18.0 | 4.7 | 0.4 | -3.4 | 91.0 | -6.7
Cn1c(=O)c2c(nc(N3CCN(c4ccc([N+](=O)[O-])cc4)CC3)n2C)n(C)c1=O | -14.9 | -0.3 | 0.2 | 3.6 | -0.7 | 20.5 | 0.2 | 6.6 | 101.0 | -20.6
CC(=O)NCCNc1nc2cc(-c3ccccc3)sc2c(=O)n1C | -9.5 | 2.2 | -0.3 | -3.2 | -10.1 | 5.7 | 0.0 | 0.7 | 106.0 | -6.5
CN(C)c1nc(N)nc(CSc2nc3c(c(=O)n(C)c(=O)n3C)n2Cc2ccccc2F)n1 | -7.6 | -0.6 | -0.2 | 0.3 | 9.1 | 1.4 | 0.4 | -0.6 | 90.0 | -1.7
Cc1cc(C)nc(NC(=O)CCN2C(=O)c3ccccc3S2(=O)=O)n1 | -0.8 | 0.6 | -1.8 | 0.7 | 9.8 | -0.7 | -0.1 | -2.6 | 91.0 | -6.9
Cc1cc(=O)[nH]c(N2CCCCC2)n1 | -8.4 | 2.2 | 1.5 | 0.1 | -6.1 | -0.9 | 0.0 | 1.4 | 91.0 | -9.1
Cn1c(=O)c(C(=O)NCc2ccccc2)c(O)c2ccccc21 | -1.9 | -0.3 | 1.1 | -1.3 | 6.3 | 12.4 | 0.0 | -2.3 | 101.0 | -1.9
COc1ccccc1CNC(=O)C1CCN(S(=O)(=O)N2CCCCC2)CC1 | -6.5 | 1.2 | -1.0 | 3.9 | -1.5 | 3.4 | 0.1 | -7.0 | 98.0 | -9.9
Cc1ccc(N2CN(Cc3cccnc3)CNC2=S)cc1 | -4.2 | 2.7 | -0.3 | 1.8 | 3.1 | 6.0 | 0.0 | -2.4 | 95.0 | -5.7
Cc1noc(NS(=O)(=O)c2ccc(N3CC(O)=C(c4ccccc4)C3=N)cc2)c1C | -4.8 | -5.8 | -0.8 | -2.6 | 7.0 | -19.1 | -0.1 | -8.0 | 108.0 | nt
CCOc1ccc2[nH]c(C(=O)N/N=C/c3cccc(OC)c3OC)cc2c1 | -5.4 | -0.7 | 0.2 | -3.1 | -13.2 | 9.1 | -0.1 | -18.6 | 96.0 | -19.1
CC1(C)Cc2c(cnn2-c2ccccc2)C(NC(=O)c2ccoc2)C1 (configuration not stated) | -1.5 | -0.3 | -2.1 | -0.7 | 11.0 | 4.1 | 3.1 | -0.7 | 95.0 | -6.7
O=C(c1ccc(S(=O)(=O)N2CCCCCC2)cc1)N1CCN(Cc2ccccc2)CC1 | -1.1 | -2.7 | -6.0 | -2.9 | 5.1 | -1.2 | -0.4 | 1.1 | 99.0 | -6.0
c1ccc(CCn2nnnc2C(c2cccnc2)N2CCN(c3ccccc3)CC2)cc1 (configuration not stated) | 4.9 | -0.8 | -0.8 | -1.9 | 8.3 | 2.5 | 0.0 | -2.2 | 97.0 | -9.4
Cc1nnc(NC(=O)CSc2nccn2-c2ccc(F)cc2)s1 | -4.3 | 0.6 | 0.0 | -4.7 | 11.6 | 2.3 | 0.4 | -4.4 | 101.0 | -2.6
CCOc1ccc(NC(=O)CN(C)C(=O)c2cc(-c3ccc(OC)cc3)nc3ccccc23)cc1OCC | -13.9 | 0.3 | -6.3 | 1.2 | 2.3 | 24.6 | -0.5 | -2.7 | 94.0 | -6.0
COc1ccccc1N1CCN(S(=O)(=O)CCNC(=O)/C=C/c2ccc3c(c2)OCO3)CC1 | 4.5 | 1.8 | -1.3 | 2.3 | -6.2 | -3.1 | -0.1 | -3.3 | 92.0 | 2.7
CC(NC(=O)COC(=O)c1ccccc1SCC(=O)N1CCCC1)c1ccccc1 (configuration not stated) | -5.7 | 0.2 | 0.4 | -6.2 | -6.7 | 1.8 | 0.0 | 32.3 | 96.0 | -2.1
Brc1ccc(-c2nn3c(-c4ccccn4)nnc3s2)o1 | 1.9 | -0.7 | 1.6 | 0.9 | 1.3 | 52.2* | -0.1 | -4.6 | 102.0 | -4.6
COc1ccccc1CNC(=O)C1CC(c2ccccc2[N+](=O)[O-])=NO1 (configuration not stated) | nt | -0.6 | -2.0 | 0.9 | -0.1 | -2.0 | 0.1 | 0.4 | 100.0 | -7.2
COCCn1c(CN2CCN(c3cccc(Cl)c3)CC2)nc2c1c(=O)n(C)c(=O)n2C | nt | -2.0 | -2.1 | 7.1 | nt | -25.9 | 0.2 | 14.4 | 99.0 | -5.3
COc1ccc(C(=O)Nc2ccc(-c3nnn(CC(=O)NCc4ccco4)n3)cc2)cc1 | 19.8 | 0.2 | -5.8 | 5.2 | 3.5 | -2.5 | -0.2 | -0.3 | 102.0 | 0.7
CN(C)c1cccc(NC(=O)c2cccc3ccccc23)c1 | -11.6 | -0.2 | 1.5 | -1.4 | -16.6 | -2.8 | 0.1 | 55.3 | 87.0 | -4.8
O=C(/C=C/NCc1cccnc1)c1ccc(-c2ccccc2)cc1 | -10.8 | 0.9 | -2.4 | -4.2 | -2.0 | -6.0 | 0.0 | 1.5 | 99.0 | -49.3
Cc1ccc2sc(NNC(=O)C3=COCCO3)nc2c1C | -2.7 | 1.0 | 2.1 | 3.8 | 21.5 | 10.5 | -0.2 | -0.6 | 96.0 | -3.5
CC(=O)Nc1ccc(-c2csc(Nc3cc(C)ccn3)n2)cc1 | -7.5 | -0.4 | -1.6 | 0.2 | -5.2 | -11.7 | 0.1 | -0.2 | 97.0 | -4.4
Cc1ccc(C(=O)NCc2ccc(Cl)cc2)cc1S(=O)(=O)N1CCCCC1 | -9.8 | 1.1 | -1.5 | -6.5 | -6.4 | -8.1 | -0.1 | -3.7 | 98.0 | -1.8
Cc1cccc(NC(=O)COC(=O)c2ccc3nc(C)c(C)nc3c2)c1 | -5.5 | -0.5 | 2.9 | -2.7 | -3.5 | 4.4 | 0.3 | -6.0 | 97.0 | -13.7
CCOc1ccc(-c2nnc3sc(COc4ccccc4)nn23)cc1 | 6.5 | 1.1 | -1.6 | 1.6 | -3.3 | -0.4 | 0.3 | -0.3 | 102.0 | -3.0
Cc1cccc(C(=O)NNC(=O)c2ccc(Cl)cc2)c1O | 1.1 | -0.4 | -0.2 | 0.2 | -1.9 | 6.9 | 0.2 | -3.8 | 97.0 | -1.3
OCC(CO)(CO)N=Cc1c(O)ccc2ccccc12 | 3.9 | -0.5 | 6.6 | 2.9 | -1.9 | 3.3 | 0.3 | 31.8 | 101.0 | -3.4
CC(C(=O)O/N=C(\N)c1ccccn1)c1ccc([N+](=O)[O-])cc1 (configuration not stated) | nt | 0.2 | -2.4 | 5.1 | -0.1 | 7.8 | 0.8 | 1.2 | 94.0 | -5.5
CCOC(=O)C1CCN(C(=O)c2cc3cc4ccc(OC)cc4nc3o2)CC1 | -4.1 | 1.1 | -8.2 | 2.7 | -8.6 | 17.1 | -0.1 | 5.9 | 94.0 | -15.1
O=C(O)CCSc1ccc([N+](=O)[O-])cc1[N+](=O)[O-] | 4.4 | 0.6 | 3.6 | 3.4 | -0.9 | -0.1 | 0.7 | -0.8 | 103.0 | -5.7
CS(=O)(=O)c1ccc(Cl)c(NC(=O)CCN2C(=O)C3CC=CCC3C2=O)c1 (configuration not stated) | 7.0 | 1.9 | 0.1 | -3.2 | -0.9 | 1.4 | -0.2 | 9.2 | 91.0 | -14.6
CCCN(CC(=O)Nc1ccccc1C)C(=O)C1CC(=O)N(c2cccc(C)c2C)C1 (configuration not stated) | 12.1 | -0.5 | -0.7 | 0.5 | 1.4 | 6.3 | 0.0 | -2.4 | 99.0 | -6.5
CCOC(=O)C1CCN(C(=O)COc2ccc(Br)cc2C)CC1 | -1.3 | -0.9 | 2.9 | -0.5 | -2.9 | -3.7 | -0.1 | -0.1 | 94.0 | -6.8
CC1(C)CC(=O)c2c(O)cc(OCc3ccc(Br)cc3)cc2O1 | -1.2 | -1.6 | -11.0 | -3.7 | -2.4 | -12.2 | 0.3 | 2.8 | 91.0 | -7.0
O=S1(=O)N[C@H](c2ccccc2)C[C@H](c2ccc(C(F)(F)F)cc2)O1 | 0.6 | -0.1 | -0.2 | -1.8 | -1.1 | -3.9 | 0.0 | -2.1 | 104.0 | -3.9

Screening data (PubChem BioAssay)
